# Pf growth 96h: P. falciparum growth inhibition at 96 hour, primary screen for plastid delayed-death inhibitors. AID 504834. 6.9% of 320,000 active. P. falciparum luciferase reporter growth, 96 h. Potency, µM (highest dose often 28.7 µM), without a hit: at the highest dose activity change, negative = inhibition, most hits filed as inhibitors; note: potency is the fitted concentration of half-maximal effect; % is set by controls: 0 for no effect and ±100 for the full control effect
#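 Parasite growth measured via integrated firefly luciferase reporter in P. falciparum. Infected erythrocytes at 2% hematocrit, 0.05% parasitemia final were treated 96 hours at 37 C under 5% CO2, and luminescence was read.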
# Tb PYK inh: T. brucei pyruvate kinase inhibition; TbPYK enzyme, Kinase-Glo Plus ATP luminescence, 45 min; Potency, µM (doses to about 76.8 µM), inactives show at the highest dose activity, negative = inhibition, most hits filed as inhibitors; 0.12% of 410,000 active; AID 624173; note: potency is the fitted concentration of half-maximal effect; % is set by controls: 0 for no effect and ±100 for the full control effect; nearly all actives have a fitted effect of over 50% in size
#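 TbPYK + substrate in 50 mM TEA pH 7.2, 100 mM KCl, 10 mM MgCl2, 0.05% BSA, 0.01% Tween-20; cpd pinned; ADP 130 uM final; 45 min RT; Kinase-Glo Plus 10 min; luminescence endpoint.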
# Shiga inhibitor: blocks Shiga toxin action in Vero cells; inhibition, % at 38.7 µM; Vero cells, Shiga toxin protein synthesis inhibition reporter; 9.2% of 290,000 active; AID 2315; in the data active = inhibition mostly above about 28%, no sharp cut-off; inactive = mostly below about 43%; note: 0% is about no effect
# Pf growth 48h: P. falciparum growth inhibition at 48 hours (one generation). P. falciparum luciferase growth in erythrocytes, 48 h. Potency, µM (top dose mostly 28.7 µM), without a hit: top-dose activity change, negative = inhibition, hits mostly inhibitors. 5.9% of 310,000 active. AID 504832; note: potency is the fitted concentration of half-maximal effect; % is set by controls: 0 for no effect and ±100 for the full control effect
#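 First compound was added to culture medium, then infected red cells at 0.1% parasitemia and 2% hematocrit (final). After incubation at 37 C under 5% CO2, luciferase detection reagent was dispensed and light output recorded.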
# LmPK inh: LmPK (Leishmania mexicana) enzyme inhibition; AID 1721; purified LmPK, Kinase-Glo ATP luminescence, 1 h; 0.37% of 290,000 active; Potency, µM (top dose mostly 57.5 µM), inactives show at the highest dose activity change, negative = inhibition, actives largely listed as inhibitors; note: potency is the fitted concentration of half-maximal effect; % is set by controls: 0 for no effect and ±100 for the full control effect
# Target sequence (Q27686 whole entry, looked up): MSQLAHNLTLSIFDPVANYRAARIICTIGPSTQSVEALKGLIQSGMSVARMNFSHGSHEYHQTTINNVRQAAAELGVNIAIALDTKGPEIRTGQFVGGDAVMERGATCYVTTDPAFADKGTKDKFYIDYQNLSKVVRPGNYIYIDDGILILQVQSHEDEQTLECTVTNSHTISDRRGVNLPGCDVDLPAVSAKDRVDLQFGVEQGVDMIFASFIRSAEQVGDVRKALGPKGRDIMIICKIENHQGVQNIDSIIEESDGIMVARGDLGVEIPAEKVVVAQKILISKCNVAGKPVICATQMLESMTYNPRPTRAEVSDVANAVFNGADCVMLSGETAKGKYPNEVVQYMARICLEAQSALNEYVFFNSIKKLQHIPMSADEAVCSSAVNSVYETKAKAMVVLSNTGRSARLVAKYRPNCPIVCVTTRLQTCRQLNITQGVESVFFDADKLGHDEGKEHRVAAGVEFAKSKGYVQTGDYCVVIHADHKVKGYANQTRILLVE
#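 In 50 mM imidazole pH 7.2 with 7 mM MgCl2, LmPK (0.1 nM) turned over PEP (0.5 mM) and ADP (0.1 mM) for 1 h at room temperature. Luciferase read-out of ATP.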
# AmpC no deterg: AmpC beta-lactamase inhibition without detergent; AmpC nitrocefin hydrolysis, absorbance 480 nm, 0.0001% Triton; 0.52% of 330,000 active; Potency, µM (highest dose often 57.1 µM), without a hit: at the highest dose activity change, negative = inhibition, actives largely listed as inhibitors; AID 485341;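 note: potency is the fitted concentration of half-maximal effect; plate controls were no compound for no effect and no enzyme for full effect; nearly all actives have a fitted effect of over 20% in size; some results filed as inactive show a strong effect at the top dose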
# Target sequence (P00811 whole entry, looked up): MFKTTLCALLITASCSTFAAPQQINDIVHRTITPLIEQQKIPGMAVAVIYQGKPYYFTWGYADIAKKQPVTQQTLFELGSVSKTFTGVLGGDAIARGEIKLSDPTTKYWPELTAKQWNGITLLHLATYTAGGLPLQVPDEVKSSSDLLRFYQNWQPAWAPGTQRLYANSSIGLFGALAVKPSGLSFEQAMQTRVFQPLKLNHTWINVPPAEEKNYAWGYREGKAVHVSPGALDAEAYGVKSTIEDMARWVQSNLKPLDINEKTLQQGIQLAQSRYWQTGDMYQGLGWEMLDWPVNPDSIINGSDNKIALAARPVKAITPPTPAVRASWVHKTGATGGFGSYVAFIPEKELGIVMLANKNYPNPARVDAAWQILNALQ
#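 AmpC (5.3 nM in the dispensed reagent) in 20 mM phosphate pH 7.0 with 0.01% (detergent screen) or 0.0001% Triton X-100 was preincubated with compounds for 15 min at room temperature. Nitrocefin was then added from an 800 uM solution, and hydrolysis was followed at 480 nm.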
# CHX counter: counter-screen for Shiga toxin inhibitors: cycloheximide protein synthesis inhibition | max response, % | 12% of 300,000 active | cell reporter, cycloheximide protein synthesis inhibition counterscreen; in the data active = max response mostly above about 13%, no sharp cut-off; inactive = mostly below about 14%; note: read at 38.3 µM for the half of the compounds with a filed dose; 0% is about no effect
# * hit, by the source's call; ? = inconclusive; . = not tested or not shown; [ ] = another dose, or the depositor's remark. Unless noted, calls come from the whole dose curve; as a rule, active = well fitted curve in the direction sought with a large enough effect; inconclusive = small, poorly fitted or top-dose-only effect, or another doubt; inactive = no such curve, though single readings can be large; an effect the other way counts as inactive or inconclusive.
SMILES,Pf growth 96h,Tb PYK inh,Shiga inhibitor,Pf growth 48h,LmPK inh,AmpC no deterg,CHX counter
COc1ccc(S(=O)(=O)N(CC(=O)N2CCCCCC2)c2ccccc2OC)cc1,?,-1%,-17,?,1%,29%,-4
CCc1ncc(CN2CCC(C(=O)Nc3cccc(-c4cscn4)c3)CC2)cn1,?,-8%,17,-19%,1%,13%,-1
CCOc1cc(C(=O)CCC(=O)OCC(=O)Nc2ccc(F)cc2)ccc1O,32%[activator],6%,.,32%[activator],.,-28%,.
Cc1ccn2cc(CCNS(=O)(=O)c3ccc(F)c(C(F)(F)F)c3)nc2c1,-6%,-6%,-1,3%,2%,2%,-4
O=C(Nc1nc(-c2ccccc2)cs1)c1ccccc1F,13µM*,2%,62*,52%[activator],5%,-25%,41*
O=C(NC(=S)NCCCN1CCOCC1)c1ccco1,44%[activator],-16%,-1,33%[activator],-1%,-9%,7
Cn1c(SCC(=O)OCC(=O)c2ccccc2)nnc1-c1cccs1,?,4%,-1,37%,1%,-2%,10
CCOC(=O)C(O)(CCC(O)(C(=O)OCC)C(=O)OCC)C(=O)OCC,14%,0%,19,.,1%,4%,-3
c1ccc(OCCn2c(-c3ccco3)nc3ccccc32)cc1,18%,?,70*,?,-6%,0%,20*
COc1ccc(/C=C(\C#N)C(=O)NCc2ccccc2)cc1,?,-9%,87*,49%[activator],6%,-16%,34*
CCOC(=O)C1=C(C(F)(F)F)Nc2ncnn2C1c1ccc(OC)cc1OC (stereo not drawn),52%[activator],3%,15,-10%,-1%,-14%,-4
CC(C)(C)N(Cc1ccccc1)C(=O)COC(=O)CCc1c[nH]c2ccccc12,?,-6%,-22,-15%,4%,-9%,0
CC(N)C(=O)NC(C(=O)N1CCCC1C(=O)NC(c1ccccc1)c1ccccc1)C(C)C (stereo not drawn),-13%,1%,.,32%[activator],.,-2%,.
CCN(CC)C(=S)Nc1cc(C(=O)OC)ccc1C(=O)OC,?,-5%,13,-4%,-6%,-19%,-4
Cn1ccnc1C(OC(=O)c1ccc(Cl)cc1)C(F)(F)F (stereo not drawn),-3%,2%,-9,1%,1%,-3%,4
O=C(Nc1ncccc1O)c1ccc2c(c1)OCCO2,?,0%,.,?,.,-18%,.
COc1ccc(NC(=S)N(Cc2ccc(C)cc2)Cc2ccccn2)cc1,?,-2%,1,-4%,9%,23%,-3
Cc1cc2ccccn2c1C(=O)c1cccc(S(=O)(=O)N2CCOCC2)c1,75%[5.75 µM],5%,-11,-4%,1%,66%[activator],-1
Cc1ccc(N(Cc2cc3ccc(C)cc3[nH]c2=O)S(=O)(=O)c2ccccc2)c(C)c1,20%,6%,7,-25%,1%,-28%,3
COc1ccc(C2Nc3ccccc3C(=O)N2NS(C)(=O)=O)cc1OC (stereo not drawn),?,0%,-3,12%,0%,-21%,6
O=C(COC(=O)Cc1ccccc1F)Nc1ccc(Cl)cn1,88%[activator],-17%,-2,62%[activator],1%,-20%,6
CCOc1cccc2cc(C(=O)NCc3cccnc3)c(=O)oc12,2.3µM*,-5%,33,18%,-13%,-25%,12
Cc1noc(C)c1C(=O)Nc1cc(S(=O)(=O)N2CCCCC2)ccc1N(C)C,-22%,1%,.,?,.,10%,.
Cc1ccc(NC(=O)C2CCCN(C(=O)Nc3ccc(F)cc3)C2)cc1 (stereo not drawn),14%,9%,-3,3%,-3%,-17%,10
CC1CN(c2ccc(Oc3ccccc3)cc2)c2nc3c(c(=O)n(CC(N)=O)c(=O)n3C)n2C1 (stereo not drawn),?,1%,3,3%,1%,164%[activator],-2

# Five compounds picked at random from those above:
SMILES,Pf growth 96h,Tb PYK inh,Shiga inhibitor,Pf growth 48h,LmPK inh,AmpC no deterg,CHX counter
COc1ccc(NC(=S)N(Cc2ccc(C)cc2)Cc2ccccn2)cc1,?,-2%,1,-4%,9%,23%,-3
CC(N)C(=O)NC(C(=O)N1CCCC1C(=O)NC(c1ccccc1)c1ccccc1)C(C)C (stereo not drawn),-13%,1%,.,32%[activator],.,-2%,.
Cc1ccn2cc(CCNS(=O)(=O)c3ccc(F)c(C(F)(F)F)c3)nc2c1,-6%,-6%,-1,3%,2%,2%,-4
O=C(Nc1ncccc1O)c1ccc2c(c1)OCCO2,?,0%,.,?,.,-18%,.
CC(C)(C)N(Cc1ccccc1)C(=O)COC(=O)CCc1c[nH]c2ccccc12,?,-6%,-22,-15%,4%,-9%,0

# Remaining list, next part
SMILES,Pf growth 96h,Tb PYK inh,Shiga inhibitor,Pf growth 48h,LmPK inh,AmpC no deterg,CHX counter
CCOc1cc2c(cc1OCC)-n1cccc1C(c1ccc(C(C)C)cc1)NC2 (stereo not drawn),?,3%,-15,8.3µM*,8%,121%[activator],-7
Cc1ccc(C2CC(c3ccc(Cl)cc3)n3nc(N)nc3N2)cc1 (stereo not drawn),.,-9%,2,3%,0%,-22%,-5
COc1ccc(Cl)cc1NC(=O)CSC1=NN2CCCC(=O)N=C2S1,11%,15%,2,-28%,1%,0%,-3
O=[N+]([O-])c1ccc(C2=Nn3c(Cn4nnc5ccccc54)nnc3SC2)cc1,?,-22%,-15,-25%,1%,-25%,-2
CCn1ccnc1CNCc1cn(-c2cc(C)ccc2C)nc1-c1ccccc1,?,1%,-30,?,3%,95%[activator],-2
Cc1cc(C)cc(N2C(=O)CSC2c2ccccn2)c1 (stereo not drawn),0%,-2%,-4,?,-3%,-1%,3
CC(C)(C)NC(=O)Cn1c(=O)oc2ccc(Cl)cc21,5%,1%,-4,1%,-1%,-22%,-1
CCC1Sc2ccccc2N(CC(=O)NC2CCCCC2)C1=O (stereo not drawn),7%,-4%,-17,12%,11%,-22%,-3
CCCCOc1ccc(-c2ncc(C(=O)O)c(C)n2)cc1,24%[5.75 µM],-9%,99*,191%[activator],-4%,-16%,28*
COc1ccc(CCNc2nc(-c3ccncc3)cs2)cc1OC,?,-2%,15,-16%,1%,0%,8
COCCCNC(=O)CCn1nc(-c2ccc(Cl)cc2)ccc1=O,-8%,-4%,-5,10%,-4%,4%,-1
CC(Cc1ccccc1)NCc1ccccc1Cl (stereo not drawn),15%,-6%,.,2%,.,.,.
O=C1S/C(=C\c2ccccc2)C(=O)N1CC(O)Cn1c2ccccc2c2ccccc21 (stereo not drawn),?,8%,6,-17%,4%,-33%,18
CCN(CC)C(=O)CN(Cc1ccccc1)S(=O)(=O)c1ccc(F)cc1,82%[activator],-9%,-16,-9%,-3%,2%,-5
NC(=O)c1c(NC(=O)c2ccco2)sc2c1CCC2,164%[activator],3%,44*,.,7%,-16%,22*
COC(=O)N/N=C/c1ccc(-c2ccccc2Cl)o1,32%[activator],-3%,41*,3%,0%,-14%,41*
CCOC(=O)CCCNC(=O)c1cncc(Br)c1,?,0%,-25,34%[activator],1%,-16%,-4
Cc1ccc(/C=C(/NC(=O)c2ccccc2)C(=O)NC(Cc2c[nH]c3ccccc23)C(=O)O)cc1 (stereo not drawn),183%[activator],-1%,4,13%,0%,-24%,-3
Cc1nn(Cc2c(Cl)cccc2Cl)c(C)c1NC(=O)c1cn(-c2ccccc2)nc1-c1ccccc1,10%,-8%,11,?,1%,-14%,9
O=C1OC(Nc2nccs2)c2ccccc21 (stereo not drawn),31%[activator],11%,9,3%,0%,-13%,9
COc1ccc(CCNC(=O)c2ccc([N+](=O)[O-])cc2)cc1,-14%,0%,-3,-2%,2%,-31%,-2
CCCNC(=O)COC(=O)c1ccc(-c2ccccc2)cc1,30%,3%,31,12%,-4%,-8%,11
CC(CCc1ccccc1)NC(=O)COC(=O)c1cc(NS(=O)(=O)c2ccc(Cl)c([N+](=O)[O-])c2)ccc1O (stereo not drawn),13%,1%,-9,-2%,2%,-38%,-4
Cc1ccc(-n2nnnc2CNC(=O)c2ccc([N+](=O)[O-])o2)cc1C,?,-3%,.,?,.,-24%,.
CCOC(=O)CSC1=Nc2ccccc2C2=NC(CC(=O)NCc3cccs3)C(=O)N12 (stereo not drawn),?,0%,-9,10µM*,1%,-6%,-1
# Further structures
SMILES,Pf growth 96h,Tb PYK inh,Shiga inhibitor,Pf growth 48h,LmPK inh,AmpC no deterg,CHX counter
CCCCc1cc(=O)oc2cc(OC(C)C(=O)NCCN3CCOCC3)c(Cl)cc12 (stereo not drawn),?,-5%,-4,-9%,2%,116%[activator],-3
COc1ccc(OCC#CCn2ccnc2)cc1,26%,-4%,1,14%,-1%,-10%,2
C=CCN1C(=O)/C(=C/c2cccs2)S/C1=N\S(=O)(=O)c1ccc(F)cc1,?,-11%,-17,-4%,1%,-29%,-5
O=C(O)c1cccc(NC(=O)c2cc(-c3cccc(Cl)c3)nc3ccccc23)c1,?,1%,17,30%[activator],2%,-34%,20
CCOC(=O)N1CCN(C(=O)CSc2ncnc3sccc23)CC1,-1%,6%,.,12%,.,-2%,.
COc1ccc(CCN(C)C(=O)CNC(=O)c2ccccc2F)cc1OC,19%,0%,-3,21%,-6%,-17%,9
Cc1cc(C)nc(NC(=NCCc2c[nH]c3ccccc23)NC(=O)c2ccco2)n1,5.9µM*,-5%,-9,6.6µM*,-2%,60%[activator],-3
CCN(CC)C(=O)CSc1nc2sc3c(c2c(=O)n1-c1ccc(C)cc1)CC(C)(C)SC3,?,-5%,-4,.,3%,29%,1
CCN(CC)S(=O)(=O)c1ccc(NS(=O)(=O)c2cccs2)cc1,-17%,-5%,6,9%,-1%,-33%,-8
Cc1cc(C)nc(Sc2nc(Nc3ccccc3)nc(Sc3nc(C)cc(C)n3)n2)n1,?,-1%,-4,?,-3%,13%,7
COc1ccc(COC(=O)C2CCN(S(=O)(=O)c3ccc(C)cc3)CC2)cc1,0%,0%,.,-16%,.,-3%,.
COc1ccc2c(c1)C(C)=CC(C)(C)N2C(=O)CSc1nnc(-c2ccc(C)cc2)o1,-2%,-1%,-8,9.3µM*,1%,-2%,1
N#Cc1ccc(CSc2nnc(-c3cccnc3)n2-c2ccccc2)cc1,44%[activator],-11%,-11,-29%,0%,35%,-4
NS(=O)(=O)c1ccc(CCNS(=O)(=O)c2cccc3nsnc23)cc1,?,-3%,-14,25%,-3%,-4%,-7
Fc1ccc2nc3c(nc2c1)CCCC3,8%,-1%,-5,.,-1%,-16%,-3
COc1ccc(CNC(=O)COc2ccc(S(=O)(=O)N3CCOCC3)cc2)cc1,19%,2%,.,?,.,-7%,.
N#Cc1ccsc1NC(=O)c1ccccn1,17%,-12%,12,41%[activator],-6%,-10%,19
O=C1C2C3c4ccccc4C(c4ccccc43)[C@@H]2C(=O)N1c1cccnc1 (stereo partly drawn),250%[activator],-2%,-1,-2%,0%,24%,1
CSc1nc2c(cnn2-c2ccccc2)c(=O)n1N,-27%[5.75 µM],-4%,91*,230%[activator],-6%,-22%,28*
O=C(c1ccccc1)N1CCN2C(=O)c3ccccc3C12c1ccc(Cl)cc1 (stereo not drawn),?,-4%,-8,.,12%,34%,-4

# An excerpt from above with just Pf growth 48h and CHX counter.
canonical_smiles	Pf growth 48h	CHX counter
COc1ccc(CNC(=O)COc2ccc(S(=O)(=O)N3CCOCC3)cc2)cc1	?	.
N#Cc1ccsc1NC(=O)c1ccccn1	41%[activator]	19

# Rows are unselected. Share with any hit: about 22%.
